BoNT-F LC inh: BoNT/F light chain protease inhibitors, primary screen, biochemical, flow cytometry, MLPCN library; inhibition, % at 10 µM; 0.22% of 360,000 active; Botulinum neurotoxin type F light chain protease (Clostridium botulinum); Multiplex microsphere protease cleavage assay; in the data active = inhibition above about 35%, passing the limit was not always enough; note: plate controls were buffer without enzyme for full effect and enzyme alone for no effect
CCHF vOTU inh: CCHFV vOTU protease inhibitors, primary screen, biochemical, Pep-AMC substrate, fluorescence; Crimean-Congo hemorrhagic fever virus L polyprotein viral ovarian tumor (vOTU) protease …; inhibition, % at 11.5 µM; 0.55% of 370,000 active; in the data active = inhibition above about 30%; note: 0% = vehicle wells with enzyme and 100% = no enzyme wells
VHR inh abs: VHR1 phosphatase inhibitors, primary screen, biochemical, absorbance, uHTS. inhibition, % at 13.3 µM. 0.52% of 290,000 active. recombinant VHR phosphatase, pNPP absorbance. Dual specificity protein phosphatase 3 (Homo sapiens), P51452; in the data active = inhibition above about 50%; note: some compounds called inactive have numbers as strong as hits
PrPC surface inh: inhibitors of human cell surface prion protein PrPC, primary screen, cell-based, TR-FRET. TR-FRET read-out. 0.43% of 370,000 active. inhibition, % at 13.8 µM. AID 720596, 2013. Major prion protein (Homo sapiens), P04156; in the data active = inhibition above about 24%; note: 0% = median of the test wells and 100% = reference compound wells
Anthrax LF inh2: Bacillus anthracis LF protease inhibitors, primary screen, biochemical, multiplex microsphere, MLPCN library; multiplex microsphere protease cleavage assay; inhibition, % at 10 µM; 0.12% of 360,000 active; Lethal factor (Bacillus anthracis), P15917; AID 588501, 2011; note: plate controls were buffer without enzyme for full effect and enzyme alone for no effect
Target sequence (P15917 whole entry, looked up): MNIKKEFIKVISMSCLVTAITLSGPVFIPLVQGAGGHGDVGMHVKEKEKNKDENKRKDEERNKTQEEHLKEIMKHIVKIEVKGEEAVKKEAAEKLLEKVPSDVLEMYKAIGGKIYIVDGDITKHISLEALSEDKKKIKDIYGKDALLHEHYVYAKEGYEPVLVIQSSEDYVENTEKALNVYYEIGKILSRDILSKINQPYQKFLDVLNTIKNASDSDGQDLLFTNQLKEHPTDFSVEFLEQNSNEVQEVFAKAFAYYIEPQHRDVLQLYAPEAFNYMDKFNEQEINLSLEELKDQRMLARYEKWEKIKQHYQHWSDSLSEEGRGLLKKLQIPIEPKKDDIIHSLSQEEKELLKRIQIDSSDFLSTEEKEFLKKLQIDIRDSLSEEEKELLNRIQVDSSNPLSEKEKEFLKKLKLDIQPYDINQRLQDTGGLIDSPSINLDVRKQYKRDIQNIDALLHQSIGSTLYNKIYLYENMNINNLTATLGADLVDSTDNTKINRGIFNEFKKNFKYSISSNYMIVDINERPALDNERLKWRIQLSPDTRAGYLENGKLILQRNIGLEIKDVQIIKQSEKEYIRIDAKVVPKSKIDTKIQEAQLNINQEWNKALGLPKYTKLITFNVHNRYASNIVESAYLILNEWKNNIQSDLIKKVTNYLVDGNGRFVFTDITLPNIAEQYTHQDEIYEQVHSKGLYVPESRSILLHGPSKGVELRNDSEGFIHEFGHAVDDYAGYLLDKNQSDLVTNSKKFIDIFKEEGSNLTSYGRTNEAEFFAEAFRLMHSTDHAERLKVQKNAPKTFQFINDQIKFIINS
Rv3671c protease: Rv3671c serine protease inhibitors, primary screen, biochemical, fluorescence polarization, M. tuberculosis H37Rv; AID 2606, 2010; inhibition, % at 5.96 µM; 0.048% of 320,000 active; in the data active = inhibition above about 38%;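 note: extracellular domain of Rv3671c used as enzyme; 0% = enzyme with DMSO and 100% = no enzyme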
BoNT A protease: BoNT/A light chain protease inhibitors, primary screen, biochemical, flow cytometry, MLPCN library; Botulinum neurotoxin type A light chain protease (Clostridium botulinum A str. ATCC 3502); multiplex microsphere protease substrate cleavage; inhibition, % at 10 µM; 0.17% of 360,000 active; AID 588499, 2011; note: plate controls were buffer without enzyme for full effect and enzyme alone for no effect
MazEF act: activators of E. coli MazEF toxin-antitoxin RNase, primary screen, biochemical, fluorescence, uHTS. Endoribonuclease toxin MazF (Escherichia coli (strain K12)), P0AE70. FAM/BHQ RNA-DNA oligo cleavage fluorescence, 5 h. activation, % at 20 µM. 0.32% of 350,000 active. AID 504720, 2011; in the data active = activation above about 50%
Target sequence (P0AE70 whole entry, looked up): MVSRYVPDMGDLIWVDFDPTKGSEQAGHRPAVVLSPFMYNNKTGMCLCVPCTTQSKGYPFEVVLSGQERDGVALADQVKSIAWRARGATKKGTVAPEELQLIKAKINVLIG
PriA SSB inh: inhibitors of Klebsiella pneumoniae PriA binding to SSB C-terminal tail, primary screen, biochemical, AlphaScreen. 0.6% of 430,000 active. AID 1272365, 2023. PriA–SSB C-terminal tail interaction (Klebsiella pneumoniae). AlphaScreen SSBct-PriA binding, biotinylated peptide. inhibition, % at 33 µM; in the data active = inhibition mostly above about 37%, no sharp cut-off; inactive = mostly below about 20%;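 note: plate controls were negative control peptide for no effect and reference peptide for full effect; strong numbers were not always called active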
Numbers without * were called inactive; i = inactive; / = no result given; & = joins results of further samples. Cut-off read from the data, not from the text of the source, unless noted: active = inhibition above about 30%; inconclusive = no clear call, values can overlap the other calls; inactive = below that.

Start of the data: the first 12 records, ahead of the listing:
entry | SMILES | MazEF act | VHR inh abs | BoNT A protease | BoNT-F LC inh | CCHF vOTU inh
1 | CCCC(=O)N1CCC1(C)C(=O)NCc1ccc(C(C)C)cc1 (configuration not stated) | / | / | 0.1 | 1 | /
2 | CCC(c1nnnn1-c1c(C)cccc1C)N1CCN(c2ccc(C(F)(F)F)cc2[N+](=O)[O-])CC1 (configuration not stated) | / | / | -0.9 | -6 | /
3 | COCCNC(=O)C1(C)CCCN(Cc2ccc(OC)cc2)C1 (configuration not stated) | / | / | -0.1 | -1 | /
4 | CCN(CC)Cc1cc(Oc2ccc(O)c(CN(CC)CC)c2)ccc1O | / | / | -0.8 | -11 | /
5 | N#CN1C2CCC1CC(O)(c1ccccc1)C2 (configuration not stated) | / | / | 0.4 | 0 | /
6 | Clc1ccc(N2O[C@H]3C=C[C@@H]2C3)nc1 | / | / | 0.9 | 6 | /
7 | CSC1=NC=C(C#N)C2=NC(c3ccc(Cl)cc3)NN12 (configuration not stated) | / | / | 0.0 | 1 | /
8 | COc1ccccc1Cc1c(-c2ccc(C#N)cc2)nc2c(Cl)cc(C(F)(F)F)cn12 | / | / | 9.3 | 1 | /
9 | CC1(C)OC2C(CO)OC(n3cnc4c(=S)nc(N)[nH]c43)C2O1 (configuration not stated) | / | / | -0.3 | -3 | /
10 | O=C(NN=Cc1ccc(O)c(O)c1)c1ccccc1 | / | / | -0.6 | -1 | /
11 | COc1ccc(CN2CCC(C(=O)NC(C)c3cccc4ccccc34)CC2)cc1 (configuration not stated) | / | / | -0.2 | -5 | /
12 | CCc1ccc(C(O)c2ncc(-c3cccc(OC)c3)[nH]2)cc1 (configuration not stated) | / | / | -0.3 | 1 | /

entry | PriA SSB inh | Anthrax LF inh2 | Rv3671c protease | PrPC surface inh
1 | / | -1 | / | /
2 | / | 1 | / | /
3 | / | 1 | / | /
4 | / | -10 | / | /
5 | / | 0 | / | /
6 | / | 1 | / | /
7 | / | 3 | / | /
8 | / | 8 | / | /
9 | / | -11 | / | /
10 | / | 4 | / | /
11 | / | -9 | / | /
12 | / | -4 | / | /

Results (from the top)
entry | SMILES | MazEF act | VHR inh abs | BoNT A protease | BoNT-F LC inh | CCHF vOTU inh
1 | CCCC(=O)N1CCC1(C)C(=O)NCc1ccc(C(C)C)cc1 (configuration not stated) | / | / | 0.1 | 1 | /
2 | CCC(c1nnnn1-c1c(C)cccc1C)N1CCN(c2ccc(C(F)(F)F)cc2[N+](=O)[O-])CC1 (configuration not stated) | / | / | -0.9 | -6 | /
3 | COCCNC(=O)C1(C)CCCN(Cc2ccc(OC)cc2)C1 (configuration not stated) | / | / | -0.1 | -1 | /
4 | CCN(CC)Cc1cc(Oc2ccc(O)c(CN(CC)CC)c2)ccc1O | / | / | -0.8 | -11 | /
5 | N#CN1C2CCC1CC(O)(c1ccccc1)C2 (configuration not stated) | / | / | 0.4 | 0 | /
6 | Clc1ccc(N2O[C@H]3C=C[C@@H]2C3)nc1 | / | / | 0.9 | 6 | /
7 | CSC1=NC=C(C#N)C2=NC(c3ccc(Cl)cc3)NN12 (configuration not stated) | / | / | 0.0 | 1 | /
8 | COc1ccccc1Cc1c(-c2ccc(C#N)cc2)nc2c(Cl)cc(C(F)(F)F)cn12 | / | / | 9.3 | 1 | /
9 | CC1(C)OC2C(CO)OC(n3cnc4c(=S)nc(N)[nH]c43)C2O1 (configuration not stated) | / | / | -0.3 | -3 | /
10 | O=C(NN=Cc1ccc(O)c(O)c1)c1ccccc1 | / | / | -0.6 | -1 | /

entry | PriA SSB inh | Anthrax LF inh2 | Rv3671c protease | PrPC surface inh
1 | / | -1 | / | /
2 | / | 1 | / | /
3 | / | 1 | / | /
4 | / | -10 | / | /
5 | / | 0 | / | /
6 | / | 1 | / | /
7 | / | 3 | / | /
8 | / | 8 | / | /
9 | / | -11 | / | /
10 | / | 4 | / | /

The list goes on.
entry | SMILES | MazEF act | VHR inh abs | BoNT A protease | BoNT-F LC inh | CCHF vOTU inh
11 | COc1ccc(CN2CCC(C(=O)NC(C)c3cccc4ccccc34)CC2)cc1 (configuration not stated) | / | / | -0.2 | -5 | /
12 | CCc1ccc(C(O)c2ncc(-c3cccc(OC)c3)[nH]2)cc1 (configuration not stated) | / | / | -0.3 | 1 | /
13 | Nc1cc(Cl)ccc1CN1C(=O)c2ccccc2C1=O | / | / | -0.4 | 4 | /
14 | Cc1ccc(-c2cnc(C(O)c3ccc(Cl)c(F)c3)[nH]2)cc1 (configuration not stated) | / | / | -0.3 | -2 | /
15 | Cc1ccc(Cc2c(-c3ccco3)nc3ccc(Cl)cn23)cc1 | / | / | 4.3 | -6 | /
16 | Nc1nc2cc(Cl)ccc2cc1C(=O)NCCCc1ccccc1 | / | / | 0.2 | -9 | /
17 | Fc1cccc(Cc2c(-c3ccco3)nc3ccc(Cl)cn23)c1 | / | / | 1.5 | -4 | /
18 | Cc1ccc2c(c1)C1CN(C)CCC1N2C(=O)Cn1cnc2c1c(=O)n(C)c(=O)n2C (configuration not stated) | 0 | 14 | / | / | /
19 | O=C(CN1C(=O)NC(c2ccc(F)cc2)C1=O)NC1CCCCC1 (configuration not stated) | 2 | / | / | / | /
20 | CC(C)n1ncc2c(C(=O)NCC(=O)Nc3ccccc3Br)cc(C3CC3)nc21 | 2 | / | / | / | /

entry | PriA SSB inh | Anthrax LF inh2 | Rv3671c protease | PrPC surface inh
11 | / | -9 | / | /
12 | / | -4 | / | /
13 | / | 4 | / | /
14 | / | -3 | / | /
15 | / | 5 | / | /
16 | / | -8 | / | /
17 | / | 7 | / | /
18 | -16 | / | / | /
19 | -10 | / | -3 | /
20 | -3 | / | -7 | /

Further structures.
entry | SMILES | MazEF act | VHR inh abs | BoNT A protease | BoNT-F LC inh | CCHF vOTU inh
21 | CCOC(=O)N1C2=NC(C(=O)OC)=C(C(=O)OC)[C@@H]3N(Cc4ccccc4)c4ccccc4[C@]23C[C@H]1C(=O)OC | 3 | / | / | / | /
22 | CC1Oc2cc3oc4c(O)c5c(cc4c(=O)c3c(O)c2C1(C)C)C=CC(C)(C)O5 (configuration not stated) | -1 | / | / | / | /
23 | N[C@H]1CONC1=O | 8 | / | / | / | /
24 | COc1ccc2c(c1)CCNC2Cc1ccc(OC)c(O)c1 (configuration not stated) | 4 | / | / | / | /
25 | CCC(C)Sc1ccc(-c2nc3ccc(C)cn3c2NC2CCCCC2)cc1 (configuration not stated) | -15 | / | / | / | /
26 | O=[N+]([O-])c1ccc2nc(N3CCNCC3)ccc2c1 | 6 | / | / | / | /
27 | C[C@@H]1CCC2[C@@H](C)C(=O)O[C@@H]3OC4(C)CCC1[C@@]23OO4 (some centres not stated) | 2 | / | / | / | /
28 | O=C(Nc1cccc(S(=O)(=O)NC2=NCCC2)c1)c1cc(Cl)ccc1[N+](=O)[O-] | 1 | / | / | / | /
29 | C#CCOCCOCCOCCNc1nc(N2CCN(C(=O)CCCCCCCCCCNC(=O)[C@H]([C@@H](C)CC)n3cc(CCCCN=C(N)N)nn3)CC2)nc(N2CCN(C(=O)CCCCCCCCCCNC(=O)[C@H](CO)n3cc(CCCSC)nn3)CC2)n1 | -202 | / | / | / | /
30 | CC(=O)[C@]1(O)Cc2c(O)c3c(c(O)c2[C@@H](O[C@H]2C[C@H](N)[C@H](O)[C@H](C)O2)C1)C(=O)c1ccccc1C3=O | i | / | / | / | /

entry | PriA SSB inh | Anthrax LF inh2 | Rv3671c protease | PrPC surface inh
21 | 10 | / | -5 | /
22 | 6 | / | -8 | /
23 | -8 | / | -8 | /
24 | 11 | / | 6 | /
25 | 5 | / | -1 | /
26 | -5 | / | -1 | /
27 | -5 | / | 3 | /
28 | 1 | / | -1 | /
29 | 6 | / | -43 | /
30 | 42 | / | 69* | /

Following part:
entry | SMILES | MazEF act | VHR inh abs | BoNT A protease | BoNT-F LC inh | CCHF vOTU inh
31 | O=C(N/N=C/c1ccncc1)c1cccc(S(=O)(=O)N2CCCC2)c1 | 0 | / | / | / | -3
32 | O=C(Nc1nc2c(Br)cccc2s1)c1ccc2c(c1)OCCO2 | / | / | / | / | /
33 | Oc1ccc(CNc2cccc(F)c2)c2cccnc12 | / | / | / | / | /
34 | Cc1nc(SCC(N)=O)[nH]c(=O)c1C | / | / | / | / | /
35 | O=C(CSc1nc2c(c(=O)[nH]1)CCCC2)N1CCOCC1 | / | / | / | / | -1
36 | O=[N+]([O-])c1cccc(C2=Nn3c(nnc3-c3ccccc3)SC2)c1 | / | / | / | / | 1

entry | PriA SSB inh | Anthrax LF inh2 | Rv3671c protease | PrPC surface inh
31 | / | / | / | -11
32 | -16 | / | / | 3
33 | 45 | / | / | -2
34 | -15&-13 | / | / | -3
35 | 11 | / | / | -3
36 | 6 | / | / | -5

Rewritten as tab-separated lines: 2 of the compounds above
entry	canonical_smiles	MazEF act	VHR inh abs	BoNT A protease	BoNT-F LC inh	CCHF vOTU inh	PriA SSB inh	Anthrax LF inh2	Rv3671c protease	PrPC surface inh
33	Oc1ccc(CNc2cccc(F)c2)c2cccnc12	/	/	/	/	/	45	/	/	-2
34	Cc1nc(SCC(N)=O)[nH]c(=O)c1C	/	/	/	/	/	-15&-13	/	/	-3

Single values from the entries so far.
For PrPC surface inh, compound 35 reads -3
For PriA SSB inh, compound 33 reads 45

Screening data as filed in PubChem.

Only part of the results is shown; rates above refer to the full screens.
